Screens as filed in PubChem.
Pf apPOL block – Pf-apPOL DNA polymerase inhibition; Recombinant Pf-apPOL, molecular beacon fluorescence, 1.5 h; inhibition, % at 10 µM; 210,000 tested, 0.25% active; AID 1794808
mHTT-CaM PPI inh – mHTT-calmodulin interaction abrogation. inhibition, % at 15 µM. P42858. AID 1671202. 190,000 tested, 3.6% active. AlphaScreen His-mHTT/GST-CaM binding, luminescence;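 note: 0% = both proteins with DMSO and 100% = one protein alone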
Target sequence (P42858 whole entry, looked up, stated change not applied): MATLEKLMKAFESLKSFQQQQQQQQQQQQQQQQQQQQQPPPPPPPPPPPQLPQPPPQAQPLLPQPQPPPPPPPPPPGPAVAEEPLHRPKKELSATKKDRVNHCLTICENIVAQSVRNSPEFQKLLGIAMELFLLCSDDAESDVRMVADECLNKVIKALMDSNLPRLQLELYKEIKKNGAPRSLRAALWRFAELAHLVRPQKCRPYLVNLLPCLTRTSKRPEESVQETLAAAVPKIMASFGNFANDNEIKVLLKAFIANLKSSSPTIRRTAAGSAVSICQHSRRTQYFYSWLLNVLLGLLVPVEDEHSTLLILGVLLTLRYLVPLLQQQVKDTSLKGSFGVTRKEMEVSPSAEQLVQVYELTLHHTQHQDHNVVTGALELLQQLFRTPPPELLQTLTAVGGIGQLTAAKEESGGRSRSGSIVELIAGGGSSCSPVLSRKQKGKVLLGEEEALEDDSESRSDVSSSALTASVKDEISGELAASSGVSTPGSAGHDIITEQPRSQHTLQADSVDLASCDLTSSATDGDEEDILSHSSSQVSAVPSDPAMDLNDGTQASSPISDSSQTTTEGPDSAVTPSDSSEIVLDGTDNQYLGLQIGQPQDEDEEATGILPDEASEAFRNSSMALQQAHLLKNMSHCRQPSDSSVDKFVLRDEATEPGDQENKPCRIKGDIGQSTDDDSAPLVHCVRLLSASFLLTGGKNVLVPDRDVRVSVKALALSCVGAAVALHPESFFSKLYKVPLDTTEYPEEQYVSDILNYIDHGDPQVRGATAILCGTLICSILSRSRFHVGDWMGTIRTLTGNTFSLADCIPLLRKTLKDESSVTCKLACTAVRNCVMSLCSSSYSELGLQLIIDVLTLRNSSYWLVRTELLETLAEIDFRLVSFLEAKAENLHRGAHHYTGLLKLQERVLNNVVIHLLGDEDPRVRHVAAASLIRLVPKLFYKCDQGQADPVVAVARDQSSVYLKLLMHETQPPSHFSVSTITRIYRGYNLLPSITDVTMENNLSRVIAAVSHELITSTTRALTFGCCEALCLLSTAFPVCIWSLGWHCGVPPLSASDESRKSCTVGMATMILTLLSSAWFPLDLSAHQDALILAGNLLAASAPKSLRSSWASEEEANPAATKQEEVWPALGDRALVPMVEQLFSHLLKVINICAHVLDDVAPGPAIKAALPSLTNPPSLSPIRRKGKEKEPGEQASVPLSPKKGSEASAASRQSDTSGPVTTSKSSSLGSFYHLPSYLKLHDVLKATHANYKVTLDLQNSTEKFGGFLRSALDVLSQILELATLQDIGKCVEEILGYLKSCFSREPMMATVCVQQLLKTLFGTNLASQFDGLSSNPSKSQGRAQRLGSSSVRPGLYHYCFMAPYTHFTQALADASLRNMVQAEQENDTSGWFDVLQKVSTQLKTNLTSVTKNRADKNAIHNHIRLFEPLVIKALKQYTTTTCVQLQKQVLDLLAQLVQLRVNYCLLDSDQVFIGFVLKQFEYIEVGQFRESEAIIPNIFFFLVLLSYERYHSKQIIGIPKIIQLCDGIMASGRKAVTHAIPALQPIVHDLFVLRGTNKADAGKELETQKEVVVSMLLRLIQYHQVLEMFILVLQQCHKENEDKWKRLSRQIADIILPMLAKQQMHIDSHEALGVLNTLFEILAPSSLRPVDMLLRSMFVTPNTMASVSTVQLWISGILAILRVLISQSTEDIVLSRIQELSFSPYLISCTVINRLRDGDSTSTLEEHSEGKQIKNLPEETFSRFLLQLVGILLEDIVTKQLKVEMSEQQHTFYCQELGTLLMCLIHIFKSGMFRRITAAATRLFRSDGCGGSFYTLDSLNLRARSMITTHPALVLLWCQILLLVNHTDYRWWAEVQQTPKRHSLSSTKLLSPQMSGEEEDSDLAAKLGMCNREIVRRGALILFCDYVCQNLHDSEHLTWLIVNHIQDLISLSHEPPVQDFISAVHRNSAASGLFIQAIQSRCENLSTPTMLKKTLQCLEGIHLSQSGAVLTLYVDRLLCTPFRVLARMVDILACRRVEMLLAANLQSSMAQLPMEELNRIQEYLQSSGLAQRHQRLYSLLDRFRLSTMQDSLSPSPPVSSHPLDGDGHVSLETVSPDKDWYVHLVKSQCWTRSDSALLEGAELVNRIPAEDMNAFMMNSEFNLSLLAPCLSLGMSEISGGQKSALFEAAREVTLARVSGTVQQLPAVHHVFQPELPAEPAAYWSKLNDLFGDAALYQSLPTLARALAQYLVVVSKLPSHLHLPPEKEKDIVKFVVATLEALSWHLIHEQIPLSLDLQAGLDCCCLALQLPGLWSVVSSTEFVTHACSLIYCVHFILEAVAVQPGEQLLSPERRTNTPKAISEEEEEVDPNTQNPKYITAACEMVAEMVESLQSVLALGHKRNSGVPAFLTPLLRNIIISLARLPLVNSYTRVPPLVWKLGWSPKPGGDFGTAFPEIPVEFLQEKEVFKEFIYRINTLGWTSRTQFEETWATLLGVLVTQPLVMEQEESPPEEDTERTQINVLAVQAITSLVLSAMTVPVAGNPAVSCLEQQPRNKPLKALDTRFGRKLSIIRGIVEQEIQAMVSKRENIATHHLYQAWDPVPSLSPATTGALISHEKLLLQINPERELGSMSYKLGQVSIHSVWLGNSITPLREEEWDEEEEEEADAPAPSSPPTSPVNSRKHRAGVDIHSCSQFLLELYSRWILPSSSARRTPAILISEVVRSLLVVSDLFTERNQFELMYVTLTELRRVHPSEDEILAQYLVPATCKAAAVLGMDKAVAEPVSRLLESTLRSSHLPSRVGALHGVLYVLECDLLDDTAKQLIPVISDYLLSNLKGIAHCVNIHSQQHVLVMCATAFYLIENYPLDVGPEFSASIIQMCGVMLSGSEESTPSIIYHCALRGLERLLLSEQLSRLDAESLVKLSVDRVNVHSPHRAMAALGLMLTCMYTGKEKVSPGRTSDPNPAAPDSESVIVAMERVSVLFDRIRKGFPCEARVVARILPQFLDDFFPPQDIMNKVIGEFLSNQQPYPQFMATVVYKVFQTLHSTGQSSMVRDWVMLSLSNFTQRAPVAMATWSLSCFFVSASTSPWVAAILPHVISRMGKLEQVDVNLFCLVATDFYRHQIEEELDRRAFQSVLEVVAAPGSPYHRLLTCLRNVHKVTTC
An asterisk follows results filed as active; . = no result given; & = joins results of further samples. Cut-off read from the data, not from the text of the source: active = inhibition above about 50%; inactive = the rest.

| Structure | Pf apPOL block | mHTT-CaM PPI inh |
| --- | --- | --- |
| CC(=O)Nc1ccc(NCc2ccc(Cl)cc2)cc1 | -1.9 | 13.6 |
| CCn1nnnc1-c1ccc(OC)c(S(=O)(=O)Nc2ccc(Br)cc2)c1 | -2.0 | 5.0 |
| CC(C)(C)c1[nH]nc2c1C(c1ccccc1[N+](=O)[O-])C(C#N)=C(N)O2 (stereo not drawn) | -6.9&-5.0 | 23.0&35.4 |
| CCCS(=O)(=O)C(C#N)=Cc1cc(C(F)(F)F)cc(C(F)(F)F)c1 | -11.1 | . |
| Cc1ccc2c(c1)N(c1ccc(C(C)C)cc1)C=C(C#N)S2(=O)=O | 0.7 | -8.4 |
| CCn1cnnc1C1CCCCN1S(=O)(=O)c1cccs1 (stereo not drawn) | 2.2 | -1.9 |
| CSCCC(C)(O)CNC(=O)C1CC1 (stereo not drawn) | -2.5 | -1.3 |
| CN(CCc1ccccn1)c1ncnc2c1cnn2-c1ccccc1 | 0.0 | 9.0 |
| CN1C(=O)CCc2cc(NS(=O)(=O)c3ccc(Cl)c(Cl)c3)ccc21 | -5.1 | -1.5 |
| O=[N+]([O-])c1ccc(C=Nc2ccc(Br)cc2)cc1 | -0.8 | 22.0 |
| Cn1nc(CC(=O)Nc2cccc(O)c2)c2ccccc2c1=O | -6.9 | -4.0 |
| CCC(C)c1ccc(NC(=O)c2cccnc2)cc1 (stereo not drawn) | 7.2 | 2.5 |
| Cc1cc(OCCNCCO)cc(C)c1Cl | -1.6 | 3.8 |
| CCCCNC(=O)c1cnn2c(C)c(Cc3ccc(Cl)cc3)c(C)nc12 | -6.0 | 11.0 |
| COc1ccc(/C=C2\CCC3=C2OC(N)=C(C#N)C3c2ccc(OC)cc2)cc1 (stereo not drawn) | -9.8 | 63.0* |
| CN(C)c1ccc(/C=C(\NC(=O)c2ccccc2F)C(=O)Nc2ccc(F)c(Cl)c2)cc1 | 2.0 | 15.0 |
| COc1ccc(NC(=O)OC(C)(C)C)cc1 | 0.9 | . |
| CCC(C)c1c(O)nc(SCc2ccccc2)[nH]c1=O (stereo not drawn) | -0.5 | -5.0 |
| COc1ccc(Cl)cc1NC(=O)CN1C(=O)NC2(CCCCC2)C1=O | -4.1 | 11.2 |
| CCC(NC(C)C)C(O)c1ccc(O)c(O)c1 (stereo not drawn) | -1.0 | . |
| Cc1cc(C)cc(C(=O)Nc2c3c(nn2-c2ccc(C)cc2C)CS(=O)(=O)C3)c1 | -2.7 | 17.0 |
| COc1ccccc1N(CC(=O)N(Cc1ccccc1)Cc1ccccc1)S(C)(=O)=O | -6.3 | 18.2 |
| O=c1c2ccccc2nc2sc(Nc3ccc(Cl)cc3)nn12 | -3.8 | 2.0 |
| Clc1ccc(-c2nnc(-c3cccs3)o2)cc1 | -9.7 | -19.6 |
| O=C(CCn1c(SCc2ccccc2F)nc2ccccc2c1=O)N1CCCCC1 | -9.0 | -2.0 |
| Cc1ccc(C(=O)Nc2c(C)cccc2C(C)C)cc1C | -12.5&-4.5 | -1.8&-5.0 |
| Cc1ccc(-c2nc3c4cnn(-c5ccc(C)cc5)c4ncn3n2)cc1 | -0.8 | -5.0 |
| CCSC1=C(C#N)C(=N)n2c1cc1c2CCCC1 | . | 12.6 |
| COc1cccc(CC(=O)NCC#CCN2CCc3ccccc3C2)c1 | -0.8 | -1.8 |
| CS(=O)(=O)N(CC(=O)Nc1ccc(F)cc1)c1ccc(Cl)c(Cl)c1 | -5.7 | 12.8 |
| Cn1cc(-c2nc(C(=O)NCc3ccc(F)c(Cl)c3)cs2)c2cccnc21 | 2.1 | 100.2* |
| O=C(Cc1ccccc1)Nc1cccc(NC(=O)c2ccc(Cl)cc2Cl)c1 | 6.2 | 25.7 |
| Cn1c(C2CCN(C(=O)Cc3cccc(F)c3)C2)nc2ccncc21 (stereo not drawn) | -2.3 | -0.8 |
| O=C(C1CCCC1)N1CCC(CCOc2ccccc2)CC1 | 3.5 | -24.4 |
| CN(C)C=CC=C1CCCC1=O | 89.3* | . |
| COc1nccnc1NC1CCN(C(=O)Cc2ccsc2)CC1 | -6.9 | 3.4 |
| CN(C)c1ccc(C=NCC2COc3ccccc3O2)cc1 (stereo not drawn) | -4.1 | 2.0 |
| CCOC(=O)N1CCN(CN2CCCCC2=O)CC1 | 31.2 | . |
| CCOc1cc(-c2ccc(F)cc2)nc2ccc(NC(C)=O)cc12 | 2.8 | 1.5 |
| CC1CCN(S(=O)(=O)N2CCCC(C(=O)NC3CCCC(C)C3C)C2)CC1 (stereo not drawn) | -16.1 | 9.0 |
| COc1ccc(C2(CNC(=O)c3ccccc3F)CCCC2)cc1OC | -7.4 | 3.7 |
| O=C(Nc1ccc(Cl)cc1)c1cnccn1 | -16.0 | 13.1 |
| c1coc(CN2COc3cc4c(cc3C2)OCN(Cc2ccco2)C4)c1 | . | 3.0 |
| CCn1c2ccc(Br)cc2c2cc(Br)ccc21 | -3.2 | . |
| O=C(NCc1cccc(CNC(=O)c2cnccn2)c1)c1cnccn1 | 6.8 | 0.0 |
| COc1ccc(S(=O)(=O)N2CCC(C(=O)Nc3ccccc3Cl)CC2)c2cccnc12 | -5.2 | 21.0 |
| Nc1nccc(-c2ccc(NS(=O)(=O)c3cccc(C(F)(F)F)c3)cc2)n1 | -2.3 | . |
| N#Cc1c(-c2ccccc2)cc(-c2ccccc2)[nH]c1=S | . | 0.9 |
| CCCc1c(C)nc2nc[nH]n2c1=O | 0.5 | -9.3 |
| O=C(NCCS(=O)(=O)N1CCN(c2ncccn2)CC1)c1cc(=O)c2ccccc2o1 | -3.1 | -0.4 |

(list continues)
| Structure | Pf apPOL block | mHTT-CaM PPI inh |
| --- | --- | --- |
| Fc1cccc(N2N=C(/C=C/c3cccs3)CC2c2cccs2)c1 (stereo not drawn) | 0.2 | -187.0 |
| CCOC(=O)NN=C(C)C(C)=NNC(=O)OCC | 7.6 | . |
| CC(=O)NCC(=O)N1CCCC1c1nc(-c2cccc(C(F)(F)F)c2)no1 (stereo not drawn) | -3.2 | -2.0 |
| CCOCCSC1=C(C#N)C(c2ccc(Br)cc2)C(C(C)=O)=C(C)N1 (stereo not drawn) | -1.6 | -10.9 |
| O=C(CSc1nnnn1-c1ccc(F)cc1F)Nc1ccccc1F | -4.5&5.1 | 4.0&-4.8 |
| CC(C)(C)CC(=O)N1CCC(CCOCc2ccc(F)cc2)CC1 | -0.3 | 0.2 |
| CC(C)C(=O)NCc1csc(C2CCCN(C(=O)c3ccc(F)cc3Cl)C2)n1 (stereo not drawn) | 5.9 | 4.0 |
| CC(C)n1c(CC2CCN(C(=O)Nc3ccccc3Cl)C2)nc2cccnc21 (stereo not drawn) | -0.7 | 8.2 |
| O=C(c1cc2ccccc2[nH]1)N1CCCn2nc(-c3cccnc3)cc2C1 | -5.1 | 33.6 |
| O=S(=O)(c1ccc(Cl)cc1)n1ccc(-c2cnc3ccccc3n2)c1 | -14.7 | . |
| NC(=O)c1ccccc1NC(=O)C1COc2ccccc2O1 (stereo not drawn) | 1.9 | 0.1 |
| COc1ccc(NC(=O)N(C2CCCCC2)C(C)c2cccnc2)c(OC)c1 (stereo not drawn) | -15.1 | 23.0 |
| COc1ccccc1C1CC(c2ccc(Cl)cc2)Nc2nnnn21 (stereo not drawn) | -5.2 | 24.0 |
| O=C(CSc1nc2c(c(=O)n1-c1ccc(F)cc1)SCC2)Nc1ccccc1 | -5.5 | -2.0 |
| O=C(Nc1cnn(Cc2ccc(F)cc2)c1)c1cnccn1 | 2.4 | 4.0 |
| Cc1cc(C(C)(C)C)ccc1OCCN1CCN(C)CC1 | -4.2 | 5.7 |
| COc1ccc2sc(C(=O)O)c(Br)c2c1 | -8.1 | -6.0 |
| O=C(NCCc1csc(C2CCCN(C(=O)c3ccccn3)C2)n1)C1CC1 (stereo not drawn) | -2.7 | -6.9 |
| CN1C(=O)c2ccccc2C(C(=O)NCc2ccc(F)cc2)C1c1cccs1 (stereo not drawn) | 7.0 | 0.0 |
| COc1ccc2c(c1OC)C(=O)OC2Nc1ccc(C(=O)O)c(O)c1 (stereo not drawn) | 3.9 | 8.6 |
| COCCN1C(=O)c2ccccc2C(C(=O)N(C)c2ccc(C(C)C)cc2)C1c1ccc(F)cc1 (stereo not drawn) | -1.6 | 57.0* |
| O=C(C1CCCCC1)N1CCCc2ccccc21 | -8.0 | -10.9 |
| CN(C)CCOC(=O)c1ccc2c(c1)C(=O)c1ccccc1-2 | -3.1 | 1.5 |
| Cn1c(C2CCN(S(=O)(=O)c3ccc(F)c(F)c3)CC2)cc(=O)n2nccc12 | -1.1 | 12.2 |
| Cc1ccc(N2C(=O)CSC2c2ccccc2[N+](=O)[O-])cc1F (stereo not drawn) | -0.2 | 17.0 |
| O=C(Nc1cnc(N2CCOCC2)nc1)c1c(F)cccc1Cl | -4.7 | -3.5 |
| c1ccc2[nH]c(SCc3cn4ccccc4n3)nc2c1 | -2.5 | 4.0 |
| COc1cccc2c1OC(C)(C)N1N=C(c3ccco3)CC21 (stereo not drawn) | -23.4 | 55.0* |
| Cc1[nH]c2ccccc2c(=O)c1CN1CCCCC1 | -1.6 | 2.4 |
| O=C1C2CCCN2C(c2ccccc2)N1c1ccc(F)cc1 (stereo not drawn) | -1.5 | -3.8 |
| CN(C)c1cccc(C2=COC3(CCCN(C(=O)c4ccccc4)C3)C2)c1 (stereo not drawn) | -5.3 | -16.1 |
| Cc1ccc(-n2nnc(CN3CCOCC3)c2C)cc1 | -2.2 | -9.4 |
| COc1cc(OC)cc(C(=O)N2CCc3c(nc4cc[nH]n4c3=O)C2)c1 | -2.7 | -4.7 |
| Cc1cccc(S(=O)(=O)N2CCN(c3nc4ccncc4n(CC(C)C)c3=O)CC2)c1 | -3.6 | 14.1 |
| O=C(O)c1nccnc1C(=O)NCCSCc1c(F)cccc1Cl | -1.4 | . |
| O=C(NCc1ccccc1)c1cc2c(s1)CCN(C(=O)c1ccccc1)C2 | -5.6 | 4.0 |
| O=C1CS/C(=C(\C(Cl)=C(Cl)Cl)[N+](=O)[O-])N1c1ccc(F)cc1 | 3.5 | 36.0 |
| CN(C)CCCn1cnc2ccccc21 | -17.3 | 45.4 |
| COc1ccc(C(CC(=O)N2CCN(c3ccccc3)CC2)c2c(OC)cc(OC)c3ccc(=O)oc23)cc1 (stereo not drawn) | -5.3 | 55.8* |
| Nc1cccc2c1C(=O)N(c1cc(Cl)ccc1Cl)C2=O | -2.4 | -58.0 |
| COC(=O)C(C#N)=C1C(=O)Nc2ccccc21 | 10.1 | . |
| CC(C)c1cc(C2CCCN2C(=O)Nc2ccc(Cl)cc2)on1 (stereo not drawn) | 1.9 | -6.4 |
| O=C(c1sc2ccccc2c1Cl)N1CCN(CCN2C(=O)C3C4C=CC(C4)C3C2=O)CC1 (stereo not drawn) | -8.8 | 11.4 |
| CCOC(=O)Cn1cc(Cl)c(=O)c(Cl)c1 | -12.0 | . |
| COc1ccc(C2NC(c3ccc(OC)c(OC)c3)C(C)C(=O)C2C)cc1OC (stereo not drawn) | 3.7 | 10.0 |
| O=C1c2ccccc2C(=O)c2c1ccc1c(=O)n(-c3ccccc3Cl)[nH]c21 | 10.1 | 5.0 |
| CCN(CC)S(=O)(=O)c1ccc2oc(C(=O)N(C)Cc3ccccc3)c(C)c2c1 | -8.8 | -5.0 |
| Cc1ccc(NC(=O)c2cc3c(s2)CN(C2CC2)C3)cc1C | -2.9 | -4.1 |
| C1=CC2CC1CC2CN1CCN(Cc2ccccn2)CC1 (stereo not drawn) | 8.3 | 3.6 |
| COc1ccc(C)cc1NC(=O)c1cc(S(=O)(=O)NCc2ccco2)ccc1F | 30.5 | 12.0 |

Continued:
| Structure | Pf apPOL block | mHTT-CaM PPI inh |
| --- | --- | --- |
| CCCn1c(C2CCN(C(=O)c3cccnc3)C2)nc2cccnc21 (stereo not drawn) | -2.8 | -6.1 |
| CCCCN(CC)CCNC(=O)c1cn(CCOC)c(=O)c2c1c1ccccc1n2C | -0.6 | 0.0 |
| COc1ccccc1/C=C1/C(=O)N(c2ccccc2)N=C1C | -2.0 | 9.0 |
| CSc1nc2ccccc2c2nc3ccccc3n12 | -2.0 | -1.0 |
| Cc1cc(N2CCN(C)CC2)nc2ccc(NC(=O)Cc3cccc(C(F)(F)F)c3)cc12 | -12.7 | 43.0 |
| CCOc1ccc(-c2cn(-c3cc(Cl)c(OC)cc3OC)c(=O)[nH]2)cc1Cl | -3.9 | 18.0 |
| COc1ccc([C@H]2C[C@@H](n3cc(C4CC4)nn3)[C@H](O)CN2Cc2cccs2)cc1 | -1.6 | -4.2 |
| COc1cccc(NC(=O)CSc2nnc(-c3ccoc3C)n2-c2ccccc2)c1 | -4.2 | 6.5 |
| CC(C)c1cc(Br)ccc1OCCCC(=O)O | -6.7 | -9.3 |
| Nc1ccc2oc(-c3cc(Cl)ccc3Cl)nc2c1 | -2.0&-7.4 | -21.6&-15.0&-16.0 |
| O=C1CSC(c2ccc(Cl)cc2Cl)N1c1ccccc1F (stereo not drawn) | -2.8 | -15.0 |
| Cc1ccccc1C(=O)N1C(C(=O)N2CCOCC2)COC12CCC(C)CC2 (stereo not drawn) | -0.1 | 1.7 |
| CC(C)CCC(=O)N1CCN(c2nc(CN3CCCCC3)cs2)CC1 | 1.4 | -6.6 |
| O=C(c1cc(Cl)ccc1F)N1CCC2(CC1)NC(=O)N(Cc1ccc(F)cc1)C2=O | -6.5 | 4.5 |
| CCC(=O)Nc1ccc(NC(=O)c2ccc(Cl)c(Cl)c2)cc1 | 3.9 | -0.5 |
| Cc1nc(-c2cnccn2)nc2c1CCC(=O)N2Cc1ccccn1 | -21.6 | 98.9* |
| C=CCSc1nnc2c(n1)OC(c1ccncc1)Nc1ccc(Br)cc1-2 (stereo not drawn) | 3.4 | 9.0 |
| CC1=NN(C(=O)Cc2ccccc2)C(C)(C)C1 | -3.2 | -0.2 |

Single records (already shown).
CC(C)c1cc(Br)ccc1OCCCC(=O)O in the list: Pf apPOL block: -6.7; mHTT-CaM PPI inh: -9.3
O=C(Nc1cnc(N2CCOCC2)nc1)c1c(F)cccc1Cl in the list: Pf apPOL block: -4.7; mHTT-CaM PPI inh: -3.5
Cn1c(C2CCN(C(=O)Cc3cccc(F)c3)C2)nc2ccncc21 (stereo not drawn) in the list: Pf apPOL block: -2.3; mHTT-CaM PPI inh: -0.8
